# hERG WT inh – qHTS for Inhibitors of KCHN2 3.1: Wildtype qHTS; 340,000 tested, 0.37% active; AID 720551, 2013; activity change, % at 1.84 µM; U2OS, BacMam KCNH2, thallium flux FluxOr; hits give low values; Voltage-gated inwardly rectifying potassium channel KCNH2 (Homo sapiens), Q12809;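 active = maximum activity change below -70%; inconclusive = maximum activity change between -70% and -50%; inactive = maximum activity change above -50%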; note: % is set by controls: 0 for no effect and ±100 for the full control effect
#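 U2OS cells transduced with wild-type KCNH2 virus are loaded with FluxOr dye for 45 min, and thallium flux is measured in kinetic reads before and after stimulation buffer. Rate constants are normalized to DMSO controls.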
# GALK inhibitor – qHTS Assay for Inhibitors of Human Galactokinase (GALK); AID 1868, 2009; 270,000 tested, 0.007% active; Purified GALK, Kinase-Glo residual ATP luminescence; Potency, µM (titrated, usually from 57.5 µM), inactives show at the highest dose activity change, negative = inhibition, hits mostly inhibitors; P51570; note: potency is the fitted concentration of half-maximal effect; % is set by controls: 0 for no effect and ±100 for the full control effect
#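 Human GALK (5 nM) with 35 uM ATP and 100 uM galactose in 20 mM HEPES pH 8.0, 5 mM MgCl2, 60 mM NaCl, 1 mM DTT, 0.01% BSA. After 1 h at room temperature, leftover ATP was read by Kinase-Glo Plus luminescence.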
# Menin MLL FP TR – qHTS Assay for Inhibitors Targeting the Menin-MLL Interaction in MLL Related Leukemias: Competition With Texas Red Labeled MLL-derived Mutant Peptide; O00255; AID 1768, 2009; 270,000 tested, 0.23% active; Menin + Texas Red MLL mutant peptide, fluorescence polarization; Potency, µM (titrated, usually from 61.6 µM), without a hit: at the top dose FP activity change, negative = inhibition, most hits filed as inhibitors; active = well fitted inhibition curve with a large enough effect in the polarisation, with a control signal flat, not every such curve was filed as active; inconclusive = small, poorly fitted or top-dose-only effect, or effect the other way, or a change in a side signal; inactive = no such curve, though single readings can be large or run the other way; the % refers to the polarisation; note: potency is the fitted concentration of half-maximal effect; % of control where 0% means no effect; many of its hits are not listed in these tables
# PKM2 act – qHTS Assay for Activators of Human Muscle isoform 2 Pyruvate Kinase | Pyruvate kinase PKM (Homo sapiens), P14618 | purified PKM2, Kinase-Glo ATP luminescence, activation; response scale: 0% is enzyme alone, no compound | Potency, µM (top dose mostly 57.5 µM), inactives show top-dose activation, hits mostly activators | 260,000 tested, 0.34% active | AID 1631, 2009; note: potency is the fitted concentration of half-maximal effect; % is set by controls: 0 for no effect and ±100 for the full control effect; nearly all actives have a fitted effect of over 55% in size
# Target sequence (P14618 whole entry, looked up, canonical isoform): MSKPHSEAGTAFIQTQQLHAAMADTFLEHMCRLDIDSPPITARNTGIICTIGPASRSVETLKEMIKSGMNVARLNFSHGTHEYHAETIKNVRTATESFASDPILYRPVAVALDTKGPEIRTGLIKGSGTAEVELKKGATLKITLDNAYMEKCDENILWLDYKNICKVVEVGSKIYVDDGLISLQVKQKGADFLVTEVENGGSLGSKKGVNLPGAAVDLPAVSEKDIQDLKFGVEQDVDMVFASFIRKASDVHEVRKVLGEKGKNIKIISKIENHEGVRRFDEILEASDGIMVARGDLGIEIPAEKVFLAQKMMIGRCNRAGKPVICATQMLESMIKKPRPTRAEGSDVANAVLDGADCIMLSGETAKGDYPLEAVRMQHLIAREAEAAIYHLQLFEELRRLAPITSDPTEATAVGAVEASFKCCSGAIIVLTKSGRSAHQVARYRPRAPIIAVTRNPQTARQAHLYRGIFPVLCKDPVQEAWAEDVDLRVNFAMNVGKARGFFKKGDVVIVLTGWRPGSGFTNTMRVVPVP
#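 Kinase-Glo luminescence reports ATP generated from ADP (0.1 mM) and PEP (0.5 mM) by purified hPK-M2 after 1 h at room temperature, pH 7.2 imidazole buffer; intermediate enzyme activity allows detecting inhibitors and activators.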
# TSHR antag – Antagonists of the Thyroid Stimulating Hormone Receptor: HTS campaign. AID 504810, 2011. activity change, negative = inhibition, % at 11.5 µM. Thyrotropin receptor (Homo sapiens), P16473. 330,000 tested, 0.2% active. TSHR-expressing cells, TSH-stimulated cAMP HTRF, 2 h; hits give low values;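 active = activity change below a set negative limit, meaning inhibition stronger than a set level, cut at about -70% in these data; inconclusive = activity change between two set negative limits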; note: % is set by controls: 0 for no effect and ±100 for the full control effect
#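 Cell-based HTRF cAMP assay; TSHR cells + compound, TSH EC80 (4nM final), 2 h, 37 deg C. Lysis with anti-cAMP cryptate and cAMP-d2, 30 min RT, read 665/620 nm.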
# MBNL1 CUG block – qHTS Assay for Inhibitors of MBNL1-poly(CUG) RNA binding | Muscleblind-like protein 1 (Homo sapiens), Q9NR56 | 280,000 tested, 0.036% active | TR-FRET MBNL1-His/biotin-(CUG)12 binding, 665/545 ratio | Potency, µM (series often up to 57.5 µM), for the others: top-dose activity change, negative = inhibition, usual class: inhibitors; active = well fitted inhibition curve with a large enough effect in the signal ratio, with a control signal flat, not every such curve was filed as active; inconclusive = small, poorly fitted or top-dose-only effect, or effect the other way, or a change in a side signal; inactive = no such curve, though single readings can be large or run the other way; the % refers to the signal ratio; note: potency is the fitted concentration of half-maximal effect; % is set by controls: 0 for no effect and ±100 for the full control effect
#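 Inhibition of protein-RNA binding appears as loss of TR-FRET between terbium anti-His antibody on MBNL1-His and streptavidin-XL665 on biotin-(CUG)12. Activity is normalized to buffer-only and uninhibited-complex controls.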
# USP2a block – qHTS Assay for Inhibitors of Ubiquitin-specific Protease USP2a Using CHOP2 as the Reporter; Ubiquitin carboxyl-terminal hydrolase 2 (Homo sapiens), O75604; USP2 core, Ub-CHOP2 coupled fluorogenic reporter, 485/531; Potency, µM (titrated, usually from 38.3 µM), inactives show at the highest dose activity change, negative = inhibition, hits mostly inhibitors; 330,000 tested, 0.01% active; AID 463254, 2010;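 note: potency is the fitted concentration of half-maximal effect; plate controls were DMSO wells for no effect and full inhibition by NEM control for full effect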
#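 USP2 core (10nM final) preincubated 30min RT with compound in 20mM Tris-HCl pH 8.0, 2mM CaCl2, 2mM beta-mercaptoethanol, 0.05% CHAPS; 25nM Ub-CHOP2 plus 25nM reporter substrate added, fluorescence (Ex485/Em531) read after 60min.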
# Mito fusion yeast – qHTS Assay for Small Molecule Inhibitors of Mitochondrial Division or Activators of Mitochondrial Fusion | S. cerevisiae fusion-defective mutant growth rescue, CellTiterGlo 48 h | Potency, µM (highest dose often 46.1 µM), for the others: at the top dose growth rescue (activation), most hits filed as activators | 320,000 tested, 0.23% active | AID 485298, 2010;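 note: potency is the fitted concentration of half-maximal effect; % of control where 0% means no effect; nearly all actives have a fitted effect of over 45% in size; temperature-sensitive fusion mutants such as fzo1-1 at 37 °C on non-fermentable ethanol glycerol medium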
#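 Growth-rescue viability read-out: after 48 h at the non-permissive 37C in glycerol/ethanol YPEG, yeast mitochondrial fusion mutants are measured by CellTiterGlo luminescence; compounds (23 nl pinned per well) restoring growth score as division inhibitors or fusion activators.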
# Chronic BCR inh – qHTS Assay to Find Inhibitors of Chronic Active B-Cell Receptor Signaling | ABC-DLBCL IkBa-CBG/CBR reporter, luminescence ratio, 4 h | Potency, µM (series often up to 46.1 µM), inactives show at the top dose ratio change, negative = lower green/red ratio, usual class: inhibitors | 340,000 tested, 0.05% active | AID 493014, 2011; active = well fitted inhibition curve with a large enough effect in the signal ratio, with a control signal flat, not every such curve was filed as active; inconclusive = small, poorly fitted or top-dose-only effect, or effect the other way, or a change in a side signal; the % refers to the signal ratio;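 note: potency is the fitted concentration of half-maximal effect; plate controls were basal doxycycline-induced cells for no effect and cells given 10 µM MG132 for full effect; MG132 reads +100%, hits lower the ratio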
#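 Concentration-response series (up to 46 uM) were applied to TMD8 dual-reporter cells for 4 h at 37C with doxycycline. Green/red ratio, after filter-overlap correction, defined %Activity; red signal alone was normalised to basal cells and zero luminescence.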
# S-ASM inh – Inhibitors of Secretory Acid Sphingomyelinase (S-ASM): qHTS; Sphingomyelin phosphodiesterase (Homo sapiens), P17405; placental ASM, HMU-PC fluorogenic substrate, 60 min; Potency, µM (series often up to 57.5 µM), inactives show at the highest dose activity change, negative = inhibition, usual class: inhibitors; 340,000 tested, 0.006% active; note: potency is the fitted concentration of half-maximal effect
#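 Fluorogenic HMU-PC substrate (9 uM final) is turned over by placental ASM in 60 min at 37 C after a 10 min compound preincubation. Reaction ended by alkaline stop (pH 10), with fluorescence read at 386/447 nm.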
# Eya2 inh – qHTS Assay for Inhibitors of the Phosphatase Activity of Eya2; recombinant Eya2, OMFP fluorescence dephosphorylation (OMFP is methylfluorescein phosphate); AID 488837, 2010; Potency, µM (titrated, usually from 76.9 µM), without a hit: at the top dose activity, negative = inhibition, usual class: inhibitors; Protein phosphatase EYA2 (Homo sapiens), O00167; 330,000 tested, 0.006% active; note: potency is the fitted concentration of half-maximal effect; % is set by controls: 0 for no effect and ±100 for the full control effect
# Target sequence (O00167 whole entry, looked up): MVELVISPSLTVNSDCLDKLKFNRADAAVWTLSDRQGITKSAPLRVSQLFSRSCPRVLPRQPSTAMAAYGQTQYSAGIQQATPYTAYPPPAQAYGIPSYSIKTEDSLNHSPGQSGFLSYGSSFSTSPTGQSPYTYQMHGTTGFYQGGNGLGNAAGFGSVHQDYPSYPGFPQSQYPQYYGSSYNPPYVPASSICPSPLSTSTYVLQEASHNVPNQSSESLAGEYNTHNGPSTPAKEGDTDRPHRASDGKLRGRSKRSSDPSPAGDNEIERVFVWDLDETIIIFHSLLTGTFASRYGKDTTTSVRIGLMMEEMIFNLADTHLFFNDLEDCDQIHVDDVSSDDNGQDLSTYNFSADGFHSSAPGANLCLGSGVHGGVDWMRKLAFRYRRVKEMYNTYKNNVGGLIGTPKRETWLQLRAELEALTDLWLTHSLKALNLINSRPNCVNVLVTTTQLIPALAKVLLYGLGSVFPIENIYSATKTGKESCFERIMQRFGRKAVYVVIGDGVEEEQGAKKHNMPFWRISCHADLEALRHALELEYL
#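 Eya2 protein (added as 0.2 uM solution) was preincubated with compound for 10 min at ambient temperature in 50 mM HEPES pH 7.5, 50 mM NaCl, 5 uM MgCl2, 0.05% BSA, 1 mM DTT. OMFP (added at 50 uM) then reacted 10 min; fluorescence read at 485/525 nm.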
# The depositor's hits bear a star; ? = inconclusive; · = no result given; [ ] = remark or other dose. Unless noted, calls come from the whole dose curve; as a rule, active = well fitted curve in the direction sought with a large enough effect; inconclusive = small, poorly fitted or top-dose-only effect, or another doubt; inactive = no such curve, though single readings can be large; an effect the other way counts as inactive or inconclusive. A portion of the library; rates above refer to the full screens.
canonical_smiles	hERG WT inh	GALK inhibitor	Menin MLL FP TR	PKM2 act	TSHR antag	MBNL1 CUG block	USP2a block	Mito fusion yeast	Chronic BCR inh	S-ASM inh	Eya2 inh
O=C(NCCc1ccccc1)C1CCC(Cn2c(=O)c3ccccc3n(Cc3cccc(F)c3)c2=O)CC1 (stereo unspecified)	11	0%	-19%	-1%	-2	·	1%	0%	0%	6%	4%
O=C(CCCN1C(=O)/C(=C/c2cccs2)SC1=S)Nc1cccc(O)c1	7	0%	?	·	-10	?	0%	-5%	?	-24%	-2%
CCCCNc1nc(NC)nc(Cl)c1SC	16	-2%	-20%	4%	-8	-4%	4%	-1%	-2%	-2%	0%
CCCCn1c(N)c(N(Cc2ccccc2OC)C(=O)COc2ccccc2OC)c(=O)[nH]c1=O	21	·	·	·	8	·	0%	-1%	4%	1%	16%
CSCCC(NS(=O)(=O)c1ccc(C)cc1)C(=O)N1CC=C(c2ccccc2)CC1 (stereo unspecified)	-3	·	·	·	4	·	1%	0%	-4%	-4%	13%
CCOC(=O)c1c(NC(C)=O)sc2c(OCC(O)CNC(C)(C)C)c(Br)ccc12 (stereo unspecified)	·	4%	5%	-10%	-7	?	2%	2%	6%	?	-2%
O=C(CNCc1ccncc1)Nc1cc(S(=O)(=O)N2CCCCC2)ccc1Cl	5	-1%	-13%	-1%	-7	·	0%	-4%	1%	3%	14%
O=C(NCc1nc2ccccc2[nH]1)c1ccc(S(=O)(=O)N2CCCC2)cc1	5	1%	-10%	4%	4	-5%	6%	0%	-2%	6%	14%
CCC1CCCCN1C/C=C/c1ccccc1[N+](=O)[O-] (stereo unspecified)	31	1%	?	1%	2	?	-2%	3%	-14%	-5%	-22%
COc1cccc(N(C(=O)c2ccn[nH]2)C2(C(=O)Nc3c(C)cccc3C)CCCCC2)c1	-10	-4%	-16%	-4%	-9	-21%	-1%	-1%	0%	0%	-13%
Cn1cc(S(=O)(=O)NCC2CCCO2)c(=O)n(C)c1=O (stereo unspecified)	1	-3%	·	8%	9	1%	9%	1%	3%	0%	6%
COc1ccc(CNC(=O)CCSCc2cccc(Cl)c2)cc1	-2	-1%	2%	4%	-7	-12%	2%	4%	8%	-3%	3%

# Copied from the list:
# `O=C(CNCc1ccncc1)Nc1cc(S(=O)(=O)N2CCCCC2)ccc1Cl` in hERG WT inh shows 5
# `CCOC(=O)c1c(NC(C)=O)sc2c(OCC(O)CNC(C)(C)C)c(Br)ccc12` (stereo unspecified) in USP2a block shows 2%

# (listing goes on)
canonical_smiles	hERG WT inh	GALK inhibitor	Menin MLL FP TR	PKM2 act	TSHR antag	MBNL1 CUG block	USP2a block	Mito fusion yeast	Chronic BCR inh	S-ASM inh	Eya2 inh
COc1ccc2c(C(=O)CCl)c[nH]c2c1	8	-3%	·	1%	-11	11%	10%	-34%[inhibitor]	?	2%	12%
Cc1[nH]nc2c1C(C(C)C)C(C#N)=C(N)O2 (stereo unspecified)	-17	3%	0%	2%	5	-17%	-2%	1%	?	6%	25%[15.4 µM]
Oc1c(Cl)cc(Cl)cc1C1=NNC(c2ccc(Cl)cc2)C1 (stereo unspecified)	-26	-2%	?	1%	-11	-1%	-5%	-9%	-15%	18%	8%
COc1ccc(-c2[nH]ncc2CN2CCN(Cc3cccs3)CC2)c(F)c1	-1	6%	-4%	-6%	10	1%	0%	-3%	-8%	3%	-28%
CCN(CC)CCN1C(=O)C(O)=C(C(C)=O)C1c1ccccc1 (stereo unspecified)	·	0%	2%	-1%	-4	-1%	1%	-4%	-2%	·	4%
CC(C)(C)NC(=O)c1cccnc1Sc1ccccc1	-18	-2%	-11%	4%	2	7%	3%	?	3%	1%	3%
CCOc1ccc(CNS(=O)(=O)c2c(C)nc3scc(C)n3c2=O)cc1OC	-2	9%	-8%	-2%	2	-3%	1%	-2%	-4%	8%	1%
CC1=C(C(=O)N(C)C)C(c2cccs2)NC(=O)N1 (stereo unspecified)	-2	1%	19%	-15%	8	1%	4%	1%	7%	6%	4%
COc1cc2ccccc2cc1C(=O)Nc1ccccc1N1CCCC1	-27	·	·	·	-19	·	0%	?	?	-4%	9%
Cc1ccc(NC(=O)c2cc(S(=O)(=O)N3CCOCC3)cs2)cc1	-16	-3%	0%	5%	3	-8%	1%	-2%	?	0%	-15%
CCNS(=O)(=O)c1ccc(C)c(-n2cnnn2)c1C	-17	-2%	-29%	-13%	23	-33%	0%	1%	-1%	-3%	3%
CC(=O)Nc1ccc(/C=C2/Sc3ccccc3C2=O)cc1	5	5%	?	-5%	9	19%	0%	-1%	?	-6%	-3%
COc1ccc(C2(O)CC3CCC(C2)N3c2nc(C)cc(C)c2C#N)cc1 (stereo unspecified)	1	0%	-21%	-16%	-10	-9%	-10%	25%	?	8%	1%
CS(=O)(=O)c1ccc(Cl)c(C(=O)NC2CCSc3ccccc32)c1 (stereo unspecified)	-4	-3%	6%	10%	33	-1%	3%	8%	1%	3%	10%
O=C(Nc1ccccc1)N1N=C(c2ccc(F)cc2)CC1c1ccc(F)cc1 (stereo unspecified)	-1	3%	3%	7%	-12	-16%	1%	17%	3%	-10%	-9%
CCCn1c(SCC(=O)c2ccc3c(c2)NC(=O)CO3)nc2ccccc21	6	-1%	3%	12%	-3	·	1%	-6%	-3%	-2%	-4%
COCCn1c(C)cc(C(=O)CSc2nnnn2C2CCCC2)c1C	9	·	·	·	-8	·	-1%	4%	0%	-1%	1%
CCCCNCc1ccc(OCc2ccc(Cl)nc2)c(OC)c1	6	-2%	·	2%	0	-1%	7%	-3%	?	4%	17%
Cc1ccc(S(=O)(=O)N(CC(=O)Nc2cccnc2)c2ccccc2C)cc1	-4	1%	13%	·	-3	-3%	1%	12%	?	-3%	-2%
COCCNC(=S)Nc1ccc2nc(N3CCCC3)cc(C)c2c1	-19	0%	-3%	2%	1	-6%	0%	-3%	-5%	251%[activator]	-4%
COc1ccc(-c2cc(C(F)(F)F)nc(NCc3cccnc3)n2)cc1	-7	-3%	2%	1%	-5	3%	0%	11%	5%	3%	-16%
COc1ccccc1N1CCN(/N=C/C=C\c2ccccc2[N+](=O)[O-])CC1	-1	-4%	-2%	12%	-9	?	0%	-4%	2%	-9%	-15%
CC(N=C1NC(C)(C)Cc2ccccc21)C(=O)O (stereo unspecified)	14	0%	8%	0%	4	8%	-3%	2%	0%	4%	3%

# Screens (PubChem BioAssay)
